GAA glycogen mod: GAA glycogen-cleavage inhibition or activation; AID 2100; recombinant GAA, glycogen substrate, Amplex Red glucose oxidase fluorescence; P10253; Potency, µM (series often up to 76.4 µM), for inactives: top-dose activity change, negative = inhibition, most hits filed as inhibitors; 0.38% of 300,000 active;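 further: 0% = full enzyme reaction and -100% = no-enzyme basal signal; the screen sought inhibitors and activators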
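Recombinant enzyme (4 nM final) with compounds titrated up to 77 uM and bovine liver glycogen (30 ug) in citrate pH 5.0, 0.01% Tween-20, 37 C 40 min. Released glucose detected by Amplex Red/glucose oxidase (Ex 573/Em 610); AC50 from Hill fits.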
TexasRed fluor: counter-screen for TRb-SRC2 inhibitors: fluorescence interference. TRb/SRC2 Texas Red total fluorescence interference. 0.29% of 280,000 active. Potency, µM (series often up to 106 µM), without a hit: top-dose fluorescence change, negative = quenching; active means well fitted curve in either direction with a large enough effect; inconclusive means small, poorly fitted or top-dose-only effect
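Human TRb ligand-binding domain at 0.6 uM with 20 nM Texas Red SRC2 peptide in Tris buffer containing 1 uM T3 and 5% DMSO, incubated with compound 5 h at ambient temperature. Total fluorescence (555/632 nm) calculated as parallel + 2 × perpendicular.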
TRb SRC2 PPI: inhibitors of human thyroid hormone receptor beta-SRC2 interaction; AID 1469; Potency, µM (series often up to 106 µM), for inactives: top-dose activity change, negative = inhibition, actives largely listed as inhibitors; 0.065% of 280,000 active; TRbeta-SRC2 peptide binding, fluorescence polarization; receptor liganded with 1 µM T3;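 further: plate controls were bound peptide for no effect and peptide without receptor for full effect; nearly all actives have a fitted effect of over 50% in size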
Target sequence (P10828 whole entry, looked up): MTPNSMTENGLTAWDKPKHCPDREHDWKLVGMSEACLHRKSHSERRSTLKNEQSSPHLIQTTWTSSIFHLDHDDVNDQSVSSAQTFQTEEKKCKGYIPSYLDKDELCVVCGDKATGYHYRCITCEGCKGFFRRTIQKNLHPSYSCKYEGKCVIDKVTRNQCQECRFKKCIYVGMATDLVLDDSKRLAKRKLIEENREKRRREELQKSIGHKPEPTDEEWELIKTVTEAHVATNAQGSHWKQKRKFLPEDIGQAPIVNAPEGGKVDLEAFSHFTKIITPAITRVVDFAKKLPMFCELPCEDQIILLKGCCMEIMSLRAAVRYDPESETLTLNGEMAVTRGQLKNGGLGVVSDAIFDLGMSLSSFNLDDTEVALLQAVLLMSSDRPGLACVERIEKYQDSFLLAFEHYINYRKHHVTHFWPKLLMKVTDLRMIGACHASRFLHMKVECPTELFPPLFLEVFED
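Read-out is fluorescence polarization (555 nm excitation, 632 nm emission) of a Texas Red SRC2 coactivator peptide; loss of signal reflects blocked binding to human TRb ligand-binding domain in the presence of 1 uM T3.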
Active calls of the source: *; ? = inconclusive; & = joins results of further samples; [ ] = another dose, or the depositor's remark. Unless noted, the call rests on the fitted dose curve; in most records, active means well fitted curve in the direction sought with a large enough effect; inconclusive means small, poorly fitted or top-dose-only effect, or another doubt; inactive means no such curve, though single readings can be large; an effect the other way counts as inactive or inconclusive. Unless noted, on the % scale 0 is the no-effect control and ±100 the full control effect; potency means the concentration at half of the fitted maximal effect.

Preview, nine compounds:
SMILES | GAA glycogen mod | TexasRed fluor | TRb SRC2 PPI
Cc1ccc(NC(=O)c2ccc(CNS(=O)(=O)c3ccc4c(c3)C(C)(C)C(=O)N4C)cc2)cc1C | -12.3%[76.3 µM] | -0.4% | 3.3%
O=C(CSc1nnc(CNC(=O)c2ccccc2)n1-c1ccc(F)cc1)Nc1ccccc1F | 2.9%[76.3 µM] | ? | 0.9%
COc1ccc(C(=O)c2oc3ccccc3c2NC(=O)c2nc(SC)ncc2Cl)cc1Cl | 4.4%[76.3 µM] | -17.0% | -0.1%
Cc1ccc(CCNC(=O)CSCc2nc(-c3ccc(C)cc3)oc2C)cc1 | -13.6%[76.3 µM] | 2.6% | -1.9%
CCn1c(C(=O)N2CCC(C(=O)N3CCN(c4cccc(C)c4C)CC3)CC2)cc2sccc21 | 8.0%[76.3 µM] | -31.8% | 0.3%
COc1ccc(NC(=O)CSc2nc3ccncc3[nH]2)c(OC)c1 | 0.1%&8.6%[76.3 µM] | 0.2% | 1.5%
N#C/C(=C/c1cn(Cc2ccccc2Cl)c2ccccc12)C(=O)Nc1cccc(Cl)c1 | -3.3%[76.3 µM] | -3.6% | -4.6%
COc1ccccc1N1CCN(C(=O)Cn2ncc3c([nH]c4ccccc43)c2=O)CC1 | 4.5%&-5.0%[76.3 µM] | 4.3% | 1.8%
Cc1noc(-c2ccccc2OCC(=O)Nc2ccccc2[N+](=O)[O-])n1 | -12.4%[76.3 µM] | -2.1% | -0.5%

The whole of this part, repeating the preview:
SMILES | GAA glycogen mod | TexasRed fluor | TRb SRC2 PPI
Cc1ccc(NC(=O)c2ccc(CNS(=O)(=O)c3ccc4c(c3)C(C)(C)C(=O)N4C)cc2)cc1C | -12.3%[76.3 µM] | -0.4% | 3.3%
O=C(CSc1nnc(CNC(=O)c2ccccc2)n1-c1ccc(F)cc1)Nc1ccccc1F | 2.9%[76.3 µM] | ? | 0.9%
COc1ccc(C(=O)c2oc3ccccc3c2NC(=O)c2nc(SC)ncc2Cl)cc1Cl | 4.4%[76.3 µM] | -17.0% | -0.1%
Cc1ccc(CCNC(=O)CSCc2nc(-c3ccc(C)cc3)oc2C)cc1 | -13.6%[76.3 µM] | 2.6% | -1.9%
CCn1c(C(=O)N2CCC(C(=O)N3CCN(c4cccc(C)c4C)CC3)CC2)cc2sccc21 | 8.0%[76.3 µM] | -31.8% | 0.3%
COc1ccc(NC(=O)CSc2nc3ccncc3[nH]2)c(OC)c1 | 0.1%&8.6%[76.3 µM] | 0.2% | 1.5%
N#C/C(=C/c1cn(Cc2ccccc2Cl)c2ccccc12)C(=O)Nc1cccc(Cl)c1 | -3.3%[76.3 µM] | -3.6% | -4.6%
COc1ccccc1N1CCN(C(=O)Cn2ncc3c([nH]c4ccccc43)c2=O)CC1 | 4.5%&-5.0%[76.3 µM] | 4.3% | 1.8%
Cc1noc(-c2ccccc2OCC(=O)Nc2ccccc2[N+](=O)[O-])n1 | -12.4%[76.3 µM] | -2.1% | -0.5%
CC(C)(C)c1ccc(C(=O)N2CC(=O)Nc3ccc(F)cc3C2c2ccc(F)cc2)cc1 (centres undefined) | -21.7%[76.3 µM] | -2.3% | 3.8%
Cc1ccc(C)c(NC(=O)C2CCCN(S(=O)(=O)c3c(C)noc3/C=C/N(C)C)C2)c1 (centres undefined) | 3.9%&-11.1%[76.3 µM] | -3.1% | -1.7%
CCCOc1ccc(C(=O)N(Cc2ccc(N(C)C)cc2)CC2CCCO2)cc1 (centres undefined) | ? | -0.1% | 2.7%
Cc1ccc(CSCCNC(=O)CN(c2cccc(C)c2C)S(=O)(=O)c2ccccc2)cc1 | 7.1%[76.3 µM] | -1.5% | 9.8%
CCc1ccc(NC(=O)CSc2cn(CC(=O)N3CCCC3)c3ccccc23)cc1 | -4.0%[76.3 µM] | -0.4% | 0.2%
CCOc1ccccc1NC(=O)Cn1c(=O)n(-c2ccc(C)cc2)c(=O)c2c1cnn2C | -3.1%[76.3 µM] | 0.5% | -2.2%
Cc1cccc(NC(=O)CSC2=Nc3ccccc3C3=NC(CCC(=O)NCc4ccco4)C(=O)N23)c1 (centres undefined) | -12.3%[76.3 µM] | -0.7% | 6.0%
COc1cc(C(=O)N2CCNC(=O)C2CC(=O)Nc2ccc(C)c(C)c2)cc(OC)c1OC (centres undefined) | -7.6%[76.3 µM] | 2.5% | -4.1%
COCCCNC(=O)CCCCn1c(=O)c2ccccc2n(CC(=O)Nc2ccc(C)cc2C)c1=O | -8.8%[76.3 µM] | ? | 2.9%
CCc1ccc(S(=O)(=O)c2cn(C)c3cc(F)c(F)cc3c2=O)cc1 | 1.4%[76.3 µM] | -1.4% | -1.9%
Cc1cc2c(cc1S(=O)(=O)CCC(=O)N1CCN(c3ccccc3)CC1)OCC(=O)N2 | -5.0%[76.3 µM] | ? | 0.6%
CCOc1ccc(NC(=O)NC(C)c2c(-n3cccc3)sc(C)c2C)cc1 (centres undefined) | 6.6%[76.3 µM] | 2.9% | 2.0%
CCc1cccc(CC)c1NC(=O)Cn1nnc2sc3c(c2c1=O)CCCC3 | -3.8%[76.3 µM] | 4.4% | -7.7%
CCc1ccc(-c2nc3ccc(Br)cc3c(C(=O)O)c2C)s1 | -0.5% | -7.3% | 3.6%
CCOC(=O)c1cnc2c(ccc3ccccc32)c1Nc1cccc(Cl)c1 | -13.3%[76.3 µM] | 1.9% | -3.3%
Cc1cc(OC(C)C(=O)N2CCC(c3nc4ccccc4o3)CC2)ccc1Cl (centres undefined) | 6.2%[76.3 µM] | -26.2% | 3.4%
CCCCN(CC)CCCNC(=O)c1cn(C)c2ccc(S(=O)(=O)N(C)C3CCCCC3)cc2c1=O | 10.2%[76.3 µM] | -1.6% | -1.4%
CCCCNC(=O)CCCn1c(=O)c2ccccc2n(Cc2ccccc2C)c1=O | 5.5%[76.3 µM] | 4.2% | 1.6%
COc1ccc(OC)c(NC(=O)C2CCCN(S(=O)(=O)c3c(C)nn(C)c3C)C2)c1 (centres undefined) | -8.5%[76.3 µM] | -1.4% | -2.9%
COC(=O)c1cccnc1-n1c(=O)c2cccnc2n(CC(=O)Nc2cccc(C(F)(F)F)c2)c1=O | 10.4%[76.3 µM] | -0.4% | -2.3%
Cc1cccc(N2CCn3c2nc2c3c(=O)n(CCc3ccccc3)c(=O)n2C)c1 | -8.4%[76.3 µM] | 8.5% | 6.0%
O=C(Nc1ccc2nc(SCC(=O)N3CCCC3)sc2c1)c1cccc(F)c1 | -3.1%[76.3 µM] | 5.5% | -7.7%
COc1ccc(C(=O)Nc2ccc3nc4c(c(Nc5ccccc5OC)c3c2)CCCC4)c(OC)c1 | -3.4%[76.3 µM] | -2.2% | -10.2%
CCOc1ccc(NC(=O)c2nnn(-c3ccc(F)c(Cl)c3)c2C)cc1 | 14.0%[76.3 µM] | -1.0% | -1.6%
CCCCN(CCCC)S(=O)(=O)c1ccc(NC(=O)c2c(-c3ccccc3)noc2C)cc1 | 0.5%[76.3 µM] | ? | -11.6%
CCOc1ccc(Br)cc1C1C(C(=O)Nc2ccccc2OC)=C(C)Nc2nnnn21 (centres undefined) | 14.0%[76.3 µM] | -28.6% | 1.1%
CC(C)c1ccc(C(=O)Nc2ccc(-c3nc4ccccc4s3)c(Cl)c2)cc1 | 0.7%[76.3 µM] | 3.0%[11.2 µM] | 5.8%[11.2 µM]
CCN(C(=O)Cc1nc(-c2ccc(OC)cc2)no1)c1cccc(Cl)c1 | -5.2%[76.3 µM] | -0.8% | -4.1%
Cc1oc(-c2ccccc2Cl)nc1CS(=O)(=O)CC(=O)NC(C)CCc1ccccc1 (centres undefined) | 0.5%[76.3 µM] | -0.5% | 2.3%
Cc1ccc(NC(=O)Cn2cc(S(=O)(=O)N3CCC(C)CC3)c3ccccc3c2=O)c(Br)c1 | -2.1%[76.3 µM] | -1.0% | -12.8%
COC(=O)COc1ccc(Oc2nc(NC(C)(C)C)nc(N(C)C)n2)nn1 | 11.4%[76.3 µM] | 0.5% | -0.7%
CCN1C(=O)c2ccccc2S(=O)(=O)c2ccc(C(=O)NCc3ccc(C)cc3)cc21 | 10.2%[76.3 µM] | -6.9% | 1.4%
CCOc1ccc(CCNC(c2cccc(Cl)c2)c2nnc(-c3ccccc3)o2)cc1OCC (centres undefined) | 2.3%[76.3 µM] | -2.1% | -1.8%
COCCN1C(=O)c2[nH]nc(-c3c(C)cc(C)cc3O)c2C1c1cccc(O)c1 (centres undefined) | -4.8%[76.3 µM] | -2.2% | 4.7%
O=S(=O)(NCCc1nnc2ccc(SCc3c(F)cccc3Cl)nn12)c1ccccc1 | 11.9%[76.3 µM] | -3.0% | 2.7%
COc1ccc(-c2cc3nc(C)c(CCC(=O)Nc4ccc(F)cc4F)c(C)n3n2)c(OC)c1 | -8.7%[76.3 µM] | -1.2% | -0.4%
Cc1ccc(NC(=O)Cn2nc(-c3ccc(Cl)cc3)c3ccccc3c2=O)cc1 | -2.3%[76.3 µM] | -3.6% | 6.5%
COCc1c(Br)c(C)nc2sc3c(=O)n(-c4cccc(Br)c4)nnc3c12 | 12.6%[76.3 µM] | -1.6% | -5.3%
O=C(Nc1ccc2c(c1)OCO2)c1cc(-c2cccc(Cl)c2)on1 | ? | 2.6% | -7.9%
Cc1ccc(CNc2nc3ccc(C)cc3n3nnnc23)cc1 | 16.7%[76.3 µM] | 0.3% | -5.5%
Cc1ccc2c(CC(=O)Nc3cc(C(F)(F)F)ccc3Cl)coc2c1C | 14.2%[76.3 µM] | -1.6% | -1.8%
Following part:
SMILES | GAA glycogen mod | TexasRed fluor | TRb SRC2 PPI
Cc1ccc(S(=O)(=O)N(CC(=O)NCCc2ccc(Cl)cc2)c2ccccc2C)cc1 | -13.8%[76.3 µM] | -6.7% | 0.0%
COc1ccc(N2CCN(Cc3nc(-c4ccc(C)cc4)no3)CC2)cc1 | 8.8%[76.3 µM] | -3.3% | -1.9%
Oc1cccc(C(Nc2ccccn2)c2ccc3cccnc3c2O)c1Cl (centres undefined) | 7.7%[76.3 µM] | -14.4% | 4.7%
Cc1ccccc1CNC(=O)Cn1ncn2nc(-c3cccs3)cc2c1=O | -2.2%[76.3 µM] | 1.6% | -5.5%
COc1ccc(-c2nc3c4cnn(-c5ccccc5F)c4ncn3n2)cc1 | 10.6%[76.3 µM] | -30.8% | -1.5%
COc1ccccc1NC(=O)c1sc(-c2ccc(Cl)cc2)cc1N | -7.9%[76.3 µM] | 8.1% | 5.8%
CCOc1ccc(CNC(=O)C2CCCN(S(=O)(=O)N(C)c3ccc(F)cc3)C2)cc1OC (centres undefined) | -5.1%[76.3 µM] | 7.4% | 3.8%
O=C(NCCOCCn1c(=O)oc2ccccc21)Nc1ccc(F)cc1 | 15.5%[76.3 µM] | -1.5% | 1.9%
CC(C)OCCCNC(=O)CCCn1c(=O)[nH]c2ccsc2c1=O | 11.4%[76.3 µM] | -0.9% | 1.2%
CCOc1ccccc1NC(=O)NC(CC)c1c(-n2cccc2)sc2c1CCN(C)C2 (centres undefined) | -8.9%[76.3 µM] | 1.7% | -9.3%
Cc1cc(NC(=O)n2ncc3c(C)cccc32)ccc1Br | -4.9%[76.3 µM] | 0.8% | -2.0%
COc1ccc(C2(CNC(=O)C(=O)Nc3cccc(C(F)(F)F)c3)CCCC2)cc1OC | -15.4%[76.3 µM] | -1.1% | -1.3%
CCc1ccc(N=C2NC(=O)CC(C(=O)Nc3ccc(OC)cc3)S2)cc1 (centres undefined) | -0.4%[76.3 µM] | -3.6% | 9.2%
Cc1ccc(CN2C(=O)C(O)(c3c(C)[nH]c4ccccc34)c3ccccc32)cc1 (centres undefined) | -20.1%[76.3 µM] | -77.3%[53 µM] | -25.4%[53 µM]
CCN1CCN(C(=O)Cn2ncc3c4ccccc4n(Cc4c(C)cc(C)cc4C)c3c2=O)CC1 | 15.8%[76.3 µM] | -0.1% | 8.5%
Cc1ccc(-c2nnc(Nc3ccc(S(N)(=O)=O)cc3)c3ccccc23)cc1S(=O)(=O)N1CCCCC1 | -2.0%[76.3 µM] | 21.7% | -29.7%
CCC(Cn1nnc2ccccc2c1=O)NC(=O)Nc1cc(C)cc(C)c1 (centres undefined) | 13.4%[76.3 µM] | 0.4% | -7.0%
Nc1c(-c2nc(-c3cccs3)no2)nnn1-c1ccccc1Cl | -6.3%[76.3 µM] | 0.2% | 4.0%
CCCN1C(C(=O)c2ccccc2)=C(OC(=O)c2ccc(F)cc2)c2ccccc2S1(=O)=O | -16.0%[76.3 µM] | -1.0% | -0.4%
CCOc1ccc(C(=O)N2CCc3cc(OC)c(OC)cc3C2COc2ccc3c(C)cc(=O)oc3c2)cc1OCC (centres undefined) | 9.9%[76.3 µM] | -2.4% | -3.4%

An excerpt (hit frequency here may not be typical).
